Source: PubChem BioAssay (The Scripps Research Institute Molecular Screening Center)
V1aR counter: activates human V1a receptor in oxytocin agonist counter-screen. hit rate 0.25% among 320,000. CHO-V1R cells, Fluo-8 calcium fluorescence, agonist mode; 0% DMSO, 100% 3 nM vasopressin. activation, % at 3 µM. P37288;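 active = activation above the mean activation of all tested compounds plus 3 SD, per screening run, cut at about 20% in these data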;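 note: signal is peak over basal fluorescence ratio across a 100 second FLIPR read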
Target sequence (P37288 whole entry, looked up): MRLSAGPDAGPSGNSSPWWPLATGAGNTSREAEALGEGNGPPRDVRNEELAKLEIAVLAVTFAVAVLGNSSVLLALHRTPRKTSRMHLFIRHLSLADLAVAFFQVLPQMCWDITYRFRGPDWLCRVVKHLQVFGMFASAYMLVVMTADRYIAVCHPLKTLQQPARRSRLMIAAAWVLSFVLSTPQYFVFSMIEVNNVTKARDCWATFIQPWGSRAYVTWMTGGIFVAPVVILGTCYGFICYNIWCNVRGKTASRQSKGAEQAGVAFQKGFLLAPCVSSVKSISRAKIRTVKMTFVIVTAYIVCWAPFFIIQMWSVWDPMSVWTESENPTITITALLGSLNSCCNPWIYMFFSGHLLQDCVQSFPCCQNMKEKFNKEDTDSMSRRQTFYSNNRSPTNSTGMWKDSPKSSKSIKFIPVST
M1 ag parental: M1 agonist counterscreen hit in parental CHO-K1 cells; activation, % at 3 µM; Fluo-8 calcium fluorescence; scaled to maximal ATP response, vehicle zero; hit rate 0.48% among 360,000; in the data active = activation above about 15%;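 note: untransfected CHO-K1 host cells lacking M1 receptor as counterscreen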
CHO-K1 Ca PAM: counter-screen for M1 PAMs: effect in parental CHO-K1 cells; ATP EC20, Fluo-8 calcium fluorescence; 0% at ATP EC20, 100% at ATP max; activation, % at 3 µM; hit rate 0.02% among 360,000;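 active = activation above the run cutoff, the mean activation of all test compounds plus 3 SD, cut at about 40% in these data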;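 note: peak over basal fluorescence ratio in a 140 s read after ATP addition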
CHO parental Ca: counter-screen: ATP calcium response change in parental CHO cells; inhibition, % at 5.6 µM; parental CHO-K1, ATP-induced calcium, Fluo-8 fluorescence; hit rate 0.63% among 330,000;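 active = inhibition above that plate's mean sample inhibition plus 3 SD, cut at about 26% in these data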;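 note: 0% = ATP-challenged DMSO wells and 100% = DMSO wells without ATP; some compounds past the cut are filed as inactive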
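Material: parental CHO cells / Compound: single nominal dose of 5.6 µM per compound / Signal: Fluo-8 fluorescence / Replicates: singlicate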
CHO-K1 Ca antag: counter-screen for M1 antagonists: effect in parental CHO-K1 cells | ATP-induced calcium, Fluo-8 fluorescence | inhibition, % at 3 µM | hit rate 0.6% among 360,000 | AID 602250;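 active = inhibition above a per-plate cutoff, the plate's mean sample inhibition plus 3 SD, cut at about 24% in these data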;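 note: 0% = DMSO plus EC80 ATP and 100% = DMSO alone without ATP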
OXTR potentiate: human OXTR potentiation; P30559; CHO-OTR cells, Fluo-8 calcium fluorescence, potentiator mode; 0% = oxytocin EC15, 100% = EC100; activation, % at 3 µM; hit rate 0.061% among 320,000;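 active = activation above that plate's cutoff, the mean activation of tested compounds plus 3 SD, cut at about 6.6% in these data, passing the limit was not always enough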;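 note: 100% uses oxytocin at 75 nM as the full agonist control; some results filed as inactive read as strong as hits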
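Material: human OTR in CHO cells. Compound: 3.0 µM, one dose. Timing: compound 6 min at room temperature before oxytocin, 100 s read. Evaluation: % activation of max/min ratio relative to oxytocin controls. Replication: single well per compound, singlicate. Signal: Fluo-8 calcium dye fluorescence.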
TAAR1 agonist: human TAAR1 agonism; Q96RJ0; CHO RD-HGA16 TAAR1, Fluo-8 calcium fluorescence; vehicle wells 0%, saturating PEA agonist 100%; activation, % at 3 µM; hit rate 0.99% among 360,000; AID 624467;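 active = activation above the mean activation of all test compounds in the run plus 3 SD, cut at about 38% in these data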
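Assay system: CHO-derived RD-HGA16 cells with stable Gα16 and human TAAR1; timing: 17-24 h seeding, 75 min 37 °C dye, 30 min RT; read-out: % activation from peak over basal fluorescence ratio, DMSO-to-PEA scaled; measured by: kinetic Fluo-8 calcium fluorescence; benchmarks: low control DMSO, high control PEA (EC100); doses: 3 µM single concentration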
M1 ag: activates human CHRM1 receptor; P11229; CHO-K1 hM1, Fluo-8 calcium fluorescence, agonist mode; 0% DMSO, 100% acetylcholine EC100; activation, % at 3 µM; hit rate 0.33% among 360,000; AID 588814;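 active = activation above the run's mean compound activation plus 3 SD, cut at about 16% in these data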;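 note: peak over basal fluorescence ratio within a 140 s kinetic read after compound addition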
Target sequence (P11229 whole entry, looked up): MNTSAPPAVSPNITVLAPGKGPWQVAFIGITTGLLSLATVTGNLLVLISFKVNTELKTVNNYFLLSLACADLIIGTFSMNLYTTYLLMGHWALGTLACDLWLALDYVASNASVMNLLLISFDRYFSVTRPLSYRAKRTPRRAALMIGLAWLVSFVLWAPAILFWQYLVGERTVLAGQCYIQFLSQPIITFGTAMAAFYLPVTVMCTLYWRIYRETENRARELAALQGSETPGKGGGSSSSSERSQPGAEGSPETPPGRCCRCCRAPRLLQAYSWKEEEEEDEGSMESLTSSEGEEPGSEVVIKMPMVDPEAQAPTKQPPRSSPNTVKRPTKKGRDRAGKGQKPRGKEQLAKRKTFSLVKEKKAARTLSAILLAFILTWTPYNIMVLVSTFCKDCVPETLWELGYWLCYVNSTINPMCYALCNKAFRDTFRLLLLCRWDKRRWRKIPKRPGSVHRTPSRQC
TAAR1 antag: human TAAR1 antagonism; CHO RD-HGA16 TAAR1, Fluo-8 calcium fluorescence, antagonist; hit rate 1.5% among 360,000; Q96RJ0; inhibition, % at 3 µM;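 active = inhibition above a per-plate cutoff, the mean inhibition of test compounds on that plate plus 3 SD, cut at about 49% in these data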;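 note: 0% = DMSO plus EC80 beta-PEA response and 100% = DMSO alone without agonist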
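Assay system: RD-HGA16 CHO cells with stable hTAAR1 and Gα16 / Reagent: EC80 β-phenethylamine stimulus / Doses: 3 µM, single point / Timing: dye loading 75 min at 37 °C, then 30 min room temperature / Measured by: Fluo-8 intracellular calcium dye fluorescence, real-time kinetic reads / Controls: vehicle wells and EC80 agonist wells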
An asterisk follows results filed as active; · = not tested or not shown. Hits appear at their usual frequency. About 3.3% of those tested had a hit in this group.

smiles	M1 ag parental	TAAR1 antag	TAAR1 agonist	V1aR counter	OXTR potentiate	CHO-K1 Ca antag	CHO-K1 Ca PAM	CHO parental Ca	M1 ag
O=C(COC(=O)c1cc(Br)ccc1O)Nc1cccnc1Cl	0.3	-14	3	0.1	-5	-2	2	-16	-2
CC1(C(=O)OCC(=O)Nc2ccccc2)CC1(Cl)Cl (centres undefined)	0.6	-7	0	0.1	-10	-2	-16	24	-5
O=C(COc1ccccc1Cl)c1ccc2c(c1)CCCC2	0.6	20	1	0.4	-8	-7	22	28*	-4
O=C(Nc1nccs1)c1ccccc1Br	0.2	-4	2	0.3	-9	-5	7	-9	-2
Cc1cn([C@H]2C[C@H](O)[C@@H](CNCc3cnc(N4CCOCC4)nc3)O2)c(=O)[nH]c1=O	0.1	-14	1	·	·	-2	1	·	-5
COCCn1nnnc1C(c1cccc(C(F)(F)F)c1)N1CCOCC1 (centres undefined)	0.4	-20	3	-0.1	-3	0	2	-3	-2
CCN1/C(=C/c2cc[n+](CCCS(=O)(=O)[O-])c3ccccc23)Sc2ccccc21	-0.4	-5	2	1.3	-5	10	1	1	-6
C=CCN1C(=O)C(Cc2cccc(C)c2)SC1=Nc1ccc(C(=O)O)cc1 (centres undefined)	0.1	-2	3	3.4	-5	11	-9	-5	-5
Cc1noc(C)c1C(=O)OCC(=O)NCCc1ccc(Cl)cc1	0.8	4	0	-1.0	-8	24	-9	-11	1
O=C(NCCCN1CCCC1=O)c1cccc(S(=O)(=O)N2CCN(c3ccc(F)cc3)CC2)c1	1.6	-20	1	3.7	10	-4	3	-15	-2
CC(=O)c1cccc(CN2CCCC(CCC(=O)NCc3ccccc3F)C2)c1 (centres undefined)	0.2	6	0	-1.0	-4	-7	-9	-19	-8
Clc1ccc(Oc2nc(Oc3ccc(Cl)cc3)nc(N3CCOCC3)n2)cc1	0.0	14	-1	0.1	-9	-5	13	-30	-4
CCN1C(=O)C2CCCCN2c2ccc(C(=O)NCCOC)cc21 (centres undefined)	2.4	-6	0	0.5	-3	-15	21	2	-4
CCOC(=O)[C@H]1[C@H]2COc3ccc(C)cc3[C@@H]2N2C(=O)c3cc(F)c(F)cc3NC(=O)[C@@]12C	-0.8	2	1	-0.7	4	-7	5	-12	-8
CN(C(=O)c1ccoc1)c1ccc2ccccc2c1	1.9	-6	0	·	·	1	-5	·	0
CC(=O)c1ccc(OCCCC(=O)Nc2nnc(C3CC3)s2)cc1	-0.2	10	1	2.4	-4	5	-7	-13	0
CCC(C)NS(=O)(=O)c1ccc(N)cc1 (centres undefined)	-0.4	6	5	0.6	3	11	-3	-4	-8
CCC(C)(C)NC(=O)C(c1cccs1)N(CC1CCCO1)C(=O)Cn1nnc2ccccc21 (centres undefined)	-0.1	-13	17	1.0	-18	-11	17	-21	-4
O=C(Nc1cccc(N2C(=O)C=CC2=O)c1)c1cccs1	3.4	22	57*	1.2	-3	0	13	-6	-5
O=C(Cc1noc2ccccc12)Nc1ccc(Cl)cc1	0.0	-3	1	0.2	-8	-5	11	4	-5
N#CCCn1c(-c2nonc2NC(=O)c2ccccc2Cl)nc2ccccc21	0.1	-6	13	0.2	-7	-13	-4	-3	-1
O=C(NC1CCCC1)NS(=O)(=O)c1ccccc1Cl	0.2	-14	4	0.2	0	-10	9	2	-2
COc1cccc(C(=O)Nc2cccc(-c3ccc4nncn4n3)c2)c1OC	4.5	10	12	2.4	3	-2	7	-16	-2
O=P(c1ccccc1)(c1ccccc1)C(c1ccco1)N1CCOCC1 (centres undefined)	-0.1	3	3	0.8	-6	8	-6	-14	0
COc1cccc(OCC(O)CN2CCC(CN3C(=O)c4cccc5cccc(c45)C3=O)CC2)c1 (centres undefined)	1.4	-2	4	0.6	-4	0	5	-5	-12
CCN(C1CCCCC1)S(=O)(=O)c1ccc(OC)c(C)c1	-0.5	5	10	-1.8	-17	-2	7	-8	-6
CCCN1CNC(=S)N(c2cccc(C)c2C)C1	0.3	8	16	-1.0	-9	-8	12	0	-3
O=C(N/N=C/c1cccnc1)c1ccccc1[N+](=O)[O-]	-0.1	-2	2	-0.4	-7	4	-4	-2	-11
Cc1cc(C)n(CC(O)COc2ccc(C(C)C)c(C)c2)n1 (centres undefined)	8.2	-2	1	-0.2	1	-1	0	4	-6
CCn1cc(Cl)c(C(=O)Nc2nccs2)n1	1.2	2	0	·	·	-8	13	·	-3

Whole records, quoted from the list:
O=C(NC1CCCC1)NS(=O)(=O)c1ccccc1Cl is listed with M1 ag parental: 0.2; TAAR1 antag: -14; TAAR1 agonist: 4; V1aR counter: 0.2; OXTR potentiate: 0; CHO-K1 Ca antag: -10; CHO-K1 Ca PAM: 9; CHO parental Ca: 2; M1 ag: -2
O=C(Cc1noc2ccccc12)Nc1ccc(Cl)cc1 is listed with M1 ag parental: 0.0; TAAR1 antag: -3; TAAR1 agonist: 1; V1aR counter: 0.2; OXTR potentiate: -8; CHO-K1 Ca antag: -5; CHO-K1 Ca PAM: 11; CHO parental Ca: 4; M1 ag: -5

Ordered by the number under TAAR1 antag (rising): some entries from above.
canonical_smiles | TAAR1 antag
CCC(C)(C)NC(=O)C(c1cccs1)N(CC1CCCO1)C(=O)Cn1nnc2ccccc21 (centres undefined) | -13
C=CCN1C(=O)C(Cc2cccc(C)c2)SC1=Nc1ccc(C(=O)O)cc1 (centres undefined) | -2
CCC(C)NS(=O)(=O)c1ccc(N)cc1 (centres undefined) | 6

(list continues)
smiles	M1 ag parental	TAAR1 antag	TAAR1 agonist	V1aR counter	OXTR potentiate	CHO-K1 Ca antag	CHO-K1 Ca PAM	CHO parental Ca	M1 ag
Cc1noc(/C=C/N(C)C)c1S(=O)(=O)N(C)CC(=O)NC1CCCCC1	-0.4	3	14	0.6	-13	-11	7	-8	-4
O=C(CSc1nnnn1Cc1ccccc1)Nc1ccccc1	1.5	-16	6	0.8	-14	-6	14	27	-4
CCCCN(C(=O)CCSc1ccc(F)cc1)c1c(N)n(Cc2ccccc2)c(=O)[nH]c1=O	0.7	-21	2	-0.5	-12	-1	19	-28	-1
O=C(CSc1ccccc1)Nc1ccccc1C(=O)N1CCCC1	0.4	4	0	0.3	2	2	17	-11	-6
CCOc1ccc(CCN2C(=O)C(=O)N([C@@H](CC(C)C)CN3CCC[C@H]3CN3C(=O)C(=O)NC[C@@H]3Cc3ccc(O)cc3)C[C@@H]2CC(C)C)cc1	-0.3	1	5	·	·	-11	2	·	·
Cc1ccc(Cc2c(-c3ccc(Cl)cc3)nc3cc(C)ccn23)cc1	0.3	22	1	·	·	-8	0	·	-2
Cc1ccc(-n2[nH]c(C)c(C=Nc3cc(C)ccn3)c2=O)cc1	0.6	1	12	-0.6	-10	-10	14	-8	-3
O=c1cc(C(O)C[N+](=O)[O-])occ1OCc1ccccc1 (centres undefined)	0.7	-10	0	-0.6	-8	-10	17	-3	-2
COc1ccc([N+](=O)[O-])cc1NC(=O)COC(=O)c1ccc(O)cc1	1.9	-18	2	0.6	-1	-14	10	4	-2
CCCN(CC(=O)Nc1ccccc1OC)C(=O)CSC(=S)N1CCCC1	0.1	-34	2	-0.3	-8	10	8	-16	-4
C[C@H](CO)N1C[C@H](C)[C@@H](CN(C)Cc2cccnc2)Oc2cc(-c3cccnc3)ccc2S1(=O)=O	-0.2	-2	1	·	·	22	-11	·	-4
CCOC(=O)N1CCN(C(=O)c2ccc3c(=O)n(CC4CCCO4)c(=S)[nH]c3c2)CC1 (centres undefined)	0.5	2	1	0.4	-8	-10	-5	-12	-4
CCC(=O)NC(=S)Nc1ccc(S(=O)(=O)NC(C)=O)cc1	-0.2	5	2	1.0	-7	29*	-12	-14	-1
CCN(CC)S(=O)(=O)c1ccc(N=Cc2c(C)c(C#N)c(=O)n(C)c2O)cc1	0.3	-4	2	1.6	-1	-9	9	5	-4
N#Cc1c(N)n(CCCN2CCOCC2)c2nc3ccccc3nc12	0.5	13	5	1.0	-1	8	-5	-2	-5
COc1ccc(C(C)=O)cc1CSc1nnc(-c2ccccc2O)n1-c1ccccc1	1.6	-24	0	-0.8	-4	-2	17	-21	-6
Cc1cccc(-n2cc(CN3CCN(c4ccccn4)CC3)c(-c3cccc(F)c3)n2)c1	-0.1	-1	1	0.5	-7	-4	26	-22	-7
O=C(CCN1C(=O)/C(=C\c2ccccc2)SC1=S)NCCCN1CCOCC1	7.3	-25	6	6.8	-13	-7	20	-12	-1
O=C(N/N=C/c1ccccn1)c1sc2ccccc2c1Cl	1.9	8	6	-0.1	-12	16	0	31	1
CCCCc1cc(=O)oc2cc(OCC(=O)N3CCC(C(N)=O)CC3)ccc12	0.4	-1	0	0.7	-3	-4	4	-8	-4
O=C(NNC(=S)NC(=O)c1ccc(Br)cc1)c1ccc([N+](=O)[O-])cc1	9.4	95*	124*	63*	-26	5	2	11	47*
CC(C)(C)c1ccc(/C=C(\C#N)C(=O)NCCN2CCOCC2)cc1	1.2	-15	6	1.6	-4	-15	0	-8	-6
COc1ccc(CC(=O)OCC(=O)Nc2ccc(Cl)cn2)cc1	-0.1	-14	3	0.4	-6	8	-3	-15	-2
N#C/C(=C\c1cccc(Cl)c1)C(=O)c1ccccc1	1.9	-24	1	·	·	-15	8	·	-2
CSCC[C@H](NC(=O)Cc1c(C)c2cc3c(C)c(C)oc3cc2oc1=O)C(=O)N[C@@H](C(=O)O)c1ccccc1	0.2	-2	0	·	·	-3	5	·	-2

An excerpt from above in order of heavy-atom count, falling:
smiles	M1 ag parental	TAAR1 antag	TAAR1 agonist	V1aR counter	OXTR potentiate	CHO-K1 Ca antag	CHO-K1 Ca PAM	CHO parental Ca	M1 ag
CCCCN(C(=O)CCSc1ccc(F)cc1)c1c(N)n(Cc2ccccc2)c(=O)[nH]c1=O	0.7	-21	2	-0.5	-12	-1	19	-28	-1
CCCN(CC(=O)Nc1ccccc1OC)C(=O)CSC(=S)N1CCCC1	0.1	-34	2	-0.3	-8	10	8	-16	-4
CC(C)(C)c1ccc(/C=C(\C#N)C(=O)NCCN2CCOCC2)cc1	1.2	-15	6	1.6	-4	-15	0	-8	-6
O=C(CSc1nnnn1Cc1ccccc1)Nc1ccccc1	1.5	-16	6	0.8	-14	-6	14	27	-4
